Cneo AK release: causes C. neoformans cell lysis; adenylate kinase release luminescence, 4 h; normalised: neutral wells 0, clomiphene wells 100; lysis activity, % at 15 µM; hit rate 0.2% among 360,000;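 active means mean lysis activity across replicates of at least 80%, whatever share of replicates individually reach that level; inactive means mean lysis activity below 80%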
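Assay system: Cryptococcus neoformans yeast cells / Dosing: single-point compound dose / Timing: 4 h at 37 °C static, read 1 h later / Measured by: luminescence of released adenylate kinase using an AK detection reagent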
PglD inh: inhibitors of Campylobacter jejuni PglD acetyltransferase. inhibition, % at 12.5 µM. purified PglD enzyme, DTNB colorimetric CoA detection. AID 602405. hit rate 0.098% among 360,000; in the data active means inhibition above about 16%, passing the limit was not always enough; further: strong numbers were not always called active
CFTR F508del cor: correctors of CFTR F508del function in bronchial epithelial cells; activity (quench increase), % at 7.58 µM; hit rate 0.36% among 350,000; CFBE cells, YFP halide quenching; stimulated with forskolin plus potentiator P3; % fluorescence drop versus neutral controls;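 active means mean added fluorescence quench of at least 8% versus neutral control, with both replicates also reaching 8%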;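 further: cells transiently co-express mutant CFTR-F508del with the halide-sensitive YFP; corrector assay measuring rescue of mutant channel to the surface after 24 h compound exposure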
Statin myotox sup: protects C2C12 myotubes from simvastatin toxicity. ATP luminescence, 48 h; scaled: DMSO 0, geranylgeraniol control 100. rescue of ATP level, % at 7.49 µM. hit rate 0.78% among 330,000. AID 602340;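 active means mean ATP rescue above about 67%, or every replicate alone reaching that limit, limit read from the data, passing the limit was not always enough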;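 further: myotubes were challenged with 10 µM simvastatin during compound exposure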
PGC1a acetyl inh: modulators of PGC1a acetylation; U2OS PGC1a acetylation, AlphaScreen anti-acetyl-lysine; with virally co-expressed GCN5 acetyltransferase; inhibition, % at 15.6 µM; hit rate 0.17% among 350,000;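 active means every replicate shows inhibition of at least 40%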;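 further: 0% = neutral control wells and 100% = positive control wells; some results beyond the cut were filed as inactive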
GSIS activator: primary screen for activators of insulin secretion dependent on glucose, INS-1E cells, GLuc reporter luminescence. activation, % at 16.6 µM. hit rate 0.61% among 370,000. AID 743287. INS-1E GLuc reporter insulin secretion, 2-3 h;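 active means lowest replicate activation of at least 40%, so every replicate reaches that level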;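 further: 0% = median of neutral control wells and 100% = median of IBMX positive control wells; some compounds called inactive have numbers as strong as hits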
FN deposition inh: fibronectin deposition inhibition | AH1F fibroblasts, Alexa488-fibronectin deposition fluorescence, overnight | hit rate 0.086% among 350,000 | inhibition, % at 12.6 µM | AID 743247;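 active means mean inhibition across replicates of 30% or more, regardless of how many single replicates reach that level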;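 further: positive control wells lacked labelled fibronectin entirely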
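Test system: AH1F fibroblast monolayer depositing Alexa488-labelled fibronectin into matrix. Input: 10000 cells per well. Technique: fluorescence, ex 485 nm, em 525 nm. Buffer or medium: DMEM plus 2% serum, read in PBS. Timing: 1 h cell adhesion before compound, then overnight fibronectin incubation. Compound: single dose, pinned. Read-out basis: inhibition from reduced deposited-fibronectin fluorescence.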
miR-122 sensor: blocks miR-122 activity in Huh7 sensor cells; Huh7 miR-122 Renilla luciferase sensor, 48 h; neutral wells = 0, positive control = 100; activation (reporter increase), % at 12.5 µM; hit rate 0.3% among 340,000;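 active means mean replicate activation score at least 90 and every replicate individually at or above 90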;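 further: higher luciferase means less miR-122 activity so hits act as miR-122 inhibitors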
An asterisk follows results filed as active; . = not tested or not shown; & = joins results of further samples; ! = not confirmed by another sample; [ ] = remark or other dose.

Compound	Cneo AK release	PglD inh	CFTR F508del cor	Statin myotox sup	PGC1a acetyl inh	GSIS activator	FN deposition inh	miR-122 sensor
C[C@H](CO)N1C[C@H](C)[C@H](CN(C)CC2CCOCC2)Oc2ncc(-c3ccc(C#N)cc3)cc2C1=O	6	-2	-2.6	1	-1	35	.	0[16.7 µM]
CCc1nc2c(OCc3ccc4c(c3)OCO4)cccn2c1N(C=O)Cc1ccccc1	-7	1	-7.7	5	21	.	.	-2
CN(CC(=O)Nc1cccc(F)c1)C(=O)c1cn(-c2ccccc2)nc1-c1cccs1	1	6	0.1	.	-2	.	-5	7
Cn1c(C(=O)OC(C(=O)NC2CCCC2)c2cccnc2)cc2sccc21 (stereo not drawn)	0	5	.	-3	-9	.	.	3
O=C(C[C@@H]1CC[C@@H]2[C@H](COC[C@H](O)CN2C(=O)Nc2ccccc2)O1)NCc1ccncn1	3	-1	-2.2	-33	-6	41	8	2[16.7 µM]
O=C(CC1Oc2ccccc2NC1=O)NCCCN1CCN(C2CCCCC2)CC1 (stereo not drawn)	0	3	-0.5	18	.	-4	7	.
S=c1[nH]nc(-c2cccc(Br)c2)o1	-2	0	.	11	-1	.	-6	.
Cc1ccc(C)c(CNS(=O)(=O)c2c(C)[nH]c(C)c2C(=O)N2CCCCC2)c1	-16	2	-2.1	3	-2	.	2	.
C[C@@H]1CN([C@@H](C)CO)C(=O)c2cccc(N(C)C)c2O[C@@H]1CN(C)CC1CC1	3	-4	-2.4	-17	-1	-3	-6	-2[16.7 µM]
CC1(C(=O)NS(=O)(=O)c2ccc(Cl)cc2)CCN1C(=O)C1CCCCC1 (stereo not drawn)	0	0	2.3	6	1	5	-4	0
CCOc1ccc(-c2nc(C#N)c(NCC3CCCO3)o2)cc1 (stereo not drawn)	5	0	.	-8	.	.	-2	12
CCCN(c1ccc(C(C)C)cc1)S(=O)(=O)c1c(C)[nH]c(=O)[nH]c1=O	.	.	0.3	.	4	-2	.	-3
CCN(CC(=O)Nc1c(F)cccc1F)C(=O)c1cc(S(=O)(=O)N(CC)CC)ccc1N1CCCCC1	-8	4	1.7	1	3	-54	.	10
COc1ccc(OC)c(NC=C2C(=O)OC3(CCCCC3)OC2=O)c1	-1	0	.	-4	4	.	4	3
O=C(Nc1nccs1)c1nc[nH]c1C(=O)NCc1ccccc1	-3	-2	1.8	-12	.	7	4	.
COc1ccc(Cn2nnnc2C(c2ccccc2Cl)N2CCC(C(N)=O)CC2)cc1 (stereo not drawn)	-1	3	.	.	-16	16	.	5
O=C(NCCO)C(O)C(O)C(=O)NCCO (stereo not drawn)	.	.	1.4	5	-8	7	1	-8
O=C(Nc1cccc(C(F)(F)F)c1)Nc1ccc2nc([C@@H]3O[C@H](CO)[C@@H](O)[C@H](O)[C@H]3O)[nH]c2c1	-1	3	-2.0	8	.	5	14	.
COC(=O)CSc1nc(-c2ccccc2)c2c(c1C#N)CCCC2	5	-11	.	-1	.	-21	.	-5
Cc1ccccc1S(=O)(=O)N1CCCCN2[C@H](CO)[C@H](c3ccc(-c4cccc(F)c4)cc3)[C@H]2C1	3	-6	-3.0	-21	-5	-21	.	-22[16.7 µM]
CCS(=O)(=O)N1CCCCN2[C@H](CO)[C@H](c3ccc(-c4ccccc4F)cc3)[C@@H]2C1	0	-8	-1.7	8	2	3	.	1[16.7 µM]
Cn1cnc(S(=O)(=O)N[C@H]2CC[C@@H](CC(=O)N3CCN(c4ccccc4)CC3)O[C@H]2CO)c1	-1	3	2.0	-1	1	12	9	-9[16.7 µM]
CC1(C)CC(=O)C(C=NCC2CCNCC2)=C(O)C1	5	-9	.	0	6	.	.	24
CCN(CC)CCOC(=O)c1ccc(N/C=C(/C#N)c2nc(-c3cc4ccccc4oc3=O)cs2)cc1	1	5	-0.4	14	.	6	-12	.
Nc1ncnc2c1ncn2[C@@H]1O[C@H](CNCC#Cc2ccccc2)[C@@H](O)[C@H]1O	0	-4	.	15	10	.	.	3
CNC[C@H]1Oc2c(NC(=O)Nc3ccc(F)cc3)cccc2C(=O)N([C@H](C)CO)C[C@H]1C	53	6	0.0	8	1	-8	.	7[16.7 µM]
CCCCn1c(SCC(=O)Nc2cc(C)on2)nc2cc(S(N)(=O)=O)ccc21	-2	1	-1.2	-2	0	-13	2	2
O=c1nc(NC2CCCC2)ccn1Cc1cccc(Br)c1	-3	0	.	-7	22	.	.	-5
Cc1cccc(/C=C2\Sc3ccc(C(=O)N4CCCCC4)cc3N(C)C2=O)c1	-1	0	1.3	-2	-19	-5	1	-14
Cc1noc(C)c1S(=O)(=O)Nc1ccc2c(c1)CC(=O)N([C@@H](C)CO)C[C@@H](C)[C@@H](CN(C)C(=O)NC(C)C)O2	8	2	-1.8	2	3	12	-1	-4[16.7 µM]

Looked up above:
Result of CC1(C)CC(=O)C(C=NCC2CCNCC2)=C(O)C1 in Statin myotox sup: 0
Result of Cn1cnc(S(=O)(=O)N[C@H]2CC[C@@H](CC(=O)N3CCN(c4ccccc4)CC3)O[C@H]2CO)c1 in PglD inh: 3

(cont.)
Compound	Cneo AK release	PglD inh	CFTR F508del cor	Statin myotox sup	PGC1a acetyl inh	GSIS activator	FN deposition inh	miR-122 sensor
CCC(=O)N1[C@H](CO)[C@H](c2ccc(-c3cccc(F)c3)cc2)[C@@H]1CN(C)C(C)=O	-2	-2	2.7	0	-11	4	.	-29[16.7 µM]
C/[N+]([O-])=C\C1C(=O)CC(C)(C)CC1=O	.	.	-1.8	.	7	-1	-23	4
CC(C)(C)NC(=O)c1cnn(-c2ccccc2)c1NC(=O)c1ccccc1	1	1	.	2	4	29	2	-1
CCCCN1CC(COCc2ccccc2)Oc2cccc(N3CCCC3)c2S1(=O)=O (stereo not drawn)	-5	-6	2.6	-4	-1	-4	-9	23
O=C(Nc1ccc2[nH]ccc2c1)c1ccc(F)cc1	-2	3	-2.1	-11	.	21	1	4
Cn1cccc1C(=O)OCC(=O)NCc1ccc2c(c1)OCO2	1	-2	37*	7	17	-17	-62	0
O=C(O)c1ccc(-n2nc(C(F)(F)F)c3c2CCCC3)cc1	-1	-6	-0.2	5	2	17	-4&-1	11
Cc1nc(SCC(=O)Nc2c(C)n(C)n(-c3ccccc3)c2=O)[nH]c(=O)c1C	1	3	.	0	15	.	-4	1
O=C(OCc1nnc(-c2ccccc2)o1)C1CC(=O)N(Cc2ccco2)C1 (stereo not drawn)	2	0	-1.7	1	-15	6	19	2
COc1ccc(S(=O)(=O)N(C)C[C@H]2Oc3c(NS(=O)(=O)c4ccccc4)cccc3C(=O)N([C@@H](C)CO)C[C@@H]2C)cc1	2	-3	-3.1	-16	4	4	.	-2[16.7 µM]
N#Cc1c(N2C(=O)C3C4C=CC(C4)C3C2=O)sc2c1CCC2 (stereo not drawn)	0	-1	.	-17	-18	.	8	-3
COc1ccc(OC)c(N(CC(=O)NC2CCCCCC2)S(=O)(=O)c2ccc(C)cc2)c1	0	4	0.0	-1	.	2	-3	13
COc1ccccc1OCC(=O)N(Cc1nc(-c2ccccc2)no1)C(C)C	-9	-3	-0.5	21	.	-7	3	.
CC=Cc1ccc2n(c1=O)C[C@H]1[C@H](CO)[C@@H](C(=O)NCC3CC3)N(Cc3nccs3)[C@@H]21 (mixture of isomers)	0	3	.	-18	.	12	.	.
C=CCN(C(=O)CNC(=O)c1ccco1)C(C(=O)NC1CCCCC1)c1ccc(OC)cc1 (stereo not drawn)	3	0	.	7	1	.	3	8
CC(C)NC(=O)N(C)C[C@H]1Oc2cc(C#Cc3ccccn3)ccc2S(=O)(=O)N([C@@H](C)CO)C[C@@H]1C	-3	-2	0.3	-4	-3	11	.	-1[16.7 µM]
Cc1nnc(SCCN2CCOCC2)n1-c1cccc(Cl)c1	0	6	.	13	-3	11	8	4
C[C@H]1CN([C@@H](C)CO)S(=O)(=O)c2ccc(Br)cc2O[C@@H]1CN(C)S(=O)(=O)c1ccccc1F	94*!	-1&0	-0.8&-1.4	38&3	-64&2	19&-6	13	68[16.7 µM]
O=C(CSc1nnnn1-c1ccc(Cl)cc1)Nc1cccnc1Cl	-3	2	.	.	5	-2	7	0
CCOC(=O)n1c(=O)n(Cc2ccc(F)cc2)c2ccccc21	.	.	-0.5	.	6	2	7	.
CN(C)c1nc2n(c(=S)n1)CCS2	2	0	.	.	14	.	1	-3
Cc1c(Cl)cccc1NC(=O)Nc1cnccn1	-2	15	2.1	.	.	27	-8	.
NS(=O)(=O)c1ccc(NC(=O)C(=O)NCCC(=O)O)cc1	-1	-1	-2.9	5	-2	3	7	-2
CC1CN(C(=O)NCc2ccccc2)c2cc(Cl)ccc2O1 (stereo not drawn)	1	-6	0.1	3	-6	-39	2	0
C[C@@H]1CN([C@@H](C)CO)C(=O)Cc2cc(NC(=O)Nc3cccc4ccccc34)ccc2O[C@H]1CN(C)CC1CCCCC1	1	0	1.4	47	0	-3	.	-2[16.7 µM]
COc1ccccc1CNC(=O)C[C@H]1C=C[C@H](NC(=O)CN(C)C)[C@@H](CO)O1	-4	-1	1.8	-5	2	-7	.	.

An excerpt from above in order of their number in GSIS activator, ascending.
Structure	PglD inh	CFTR F508del cor	PGC1a acetyl inh	GSIS activator	miR-122 sensor
CC1CN(C(=O)NCc2ccccc2)c2cc(Cl)ccc2O1 (stereo not drawn)	-6	0.1	-6	-39	0
Cc1c(Cl)cccc1NC(=O)Nc1cnccn1	15	2.1	.	27	.
CC(C)(C)NC(=O)c1cnn(-c2ccccc2)c1NC(=O)c1ccccc1	1	.	4	29	-1

With a hit mark in CFTR F508del cor, of those listed so far:
compound	PglD inh	CFTR F508del cor	PGC1a acetyl inh	GSIS activator	miR-122 sensor
Cn1cccc1C(=O)OCC(=O)NCc1ccc2c(c1)OCO2	-2	37*	17	-17	0

Source: PubChem BioAssay (Broad Institute)
